Bioassay records (PubChem BioAssay)
Polio RdRp inh = poliovirus RNA polymerase inhibition; AID 588519; poliovirus polymerase elongation, fluorescence polarization; stronger effect = lower value; hit rate 0.66% among 150,000; % elongation, % (compound at 16.7 µg/mL); in the data active = % elongation below about 90%; also: some results filed as inactive read as strong as hits
Target sequence (P03300 1749-2209 limits assumed): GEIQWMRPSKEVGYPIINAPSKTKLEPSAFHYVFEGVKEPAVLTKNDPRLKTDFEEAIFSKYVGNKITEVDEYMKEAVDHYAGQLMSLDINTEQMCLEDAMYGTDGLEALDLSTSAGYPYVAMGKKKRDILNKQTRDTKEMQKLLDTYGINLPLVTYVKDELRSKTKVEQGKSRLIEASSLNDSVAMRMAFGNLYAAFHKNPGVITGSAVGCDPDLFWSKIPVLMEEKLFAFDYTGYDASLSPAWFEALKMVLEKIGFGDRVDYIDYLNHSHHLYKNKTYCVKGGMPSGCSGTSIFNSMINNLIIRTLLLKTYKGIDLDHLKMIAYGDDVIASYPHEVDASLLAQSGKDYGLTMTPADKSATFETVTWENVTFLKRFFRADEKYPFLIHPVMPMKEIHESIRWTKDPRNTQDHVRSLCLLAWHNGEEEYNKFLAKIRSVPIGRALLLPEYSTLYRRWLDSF
Polio RdRp inh FP z-score = further read-out of Polio RdRp inh, marked with its call; z-score; measured here: FP z-score; hits read low
An asterisk follows results filed as active; & = joins results of further samples.

molecule,Polio RdRp inh,Polio RdRp inh FP z-score
CCC1(C)NC(=O)N(NC(=O)CCc2c[nH]c3ccccc23)C1=O (configuration not stated),106,0.4
O=C(Cn1c(=O)c2cccn2c2ccc(F)cc21)N1CCN(c2ccccc2)CC1,109,0.3
Cc1ccc2oc(=O)c(S(=O)(=O)c3ccc(C(C)(C)C)cc3)cc2c1,107,0
COC(=O)C1=C(C)N(C(C)C)C(=O)/C1=C\c1ccc(C(=O)O)cc1,102,0
FC(F)(F)c1cccc(-c2noc(-c3ccccn3)n2)c1,103,0.7
O=C(Cn1cnc2ccccc2c1=O)OCC(=O)N1CCOCC1,99,-0.4
CCCN(C(=O)CC)c1nc(-c2ccccc2)cs1,100,-0.3
O=C1CCN(Cc2ccccc2)C(=O)N1c1ccc2c(c1)CCO2,100,-0.5
CCNC(=O)Cn1nc(C)n2c(cc3c(OC)cccc32)c1=O,106,0
CCN(CC)c1ccc(C(=O)OCC(=O)N(C)Cc2ccccc2)cc1,102,0.2
CC1Sc2cc(S(=O)(=O)N3CCc4ccccc4C3)ccc2NC1=O (configuration not stated),103,0.1
Cc1cc2c(cc1S(=O)(=O)N(CC(C)C)CC(C)C)OCC(=O)N2,98,-2.3
CCc1ccc(NC(=O)Cn2c(=O)c(CNc3ccccc3)cc3cc(OC)c(OC)cc32)cc1,98,-1.3
N#CC1=C(S)N(c2ccccc2)C2(CCCCC2)NC1=O,103,0.7
COc1ccc2[nH]c(=O)c(CN(CCCN3CCOCC3)C(=O)Nc3ccccc3)cc2c1,99,-0.4
C/C(N)=C(/C#N)C(=O)CSc1nc(N)cc(=O)[nH]1,100,0

The last two entries of the part before lead into the next:
molecule,Polio RdRp inh,Polio RdRp inh FP z-score
COc1ccc2[nH]c(=O)c(CN(CCCN3CCOCC3)C(=O)Nc3ccccc3)cc2c1,99,-0.4
C/C(N)=C(/C#N)C(=O)CSc1nc(N)cc(=O)[nH]1,100,0
CCCSc1nc2c3ccccc3ncn2n1,100,-0.4
O=C(Nc1cc(-c2nc3cc(Cl)ccc3o2)ccc1Cl)c1cccc2ccccc12,106,0.6
CC1=Nc2ccccc2NC(=O)C1Cc1ccccc1 (configuration not stated),103,0
CCc1ccc(C2CC(=O)N(c3cccc(C(F)(F)F)c3)C3=C2C(=O)OC3)cc1 (configuration not stated),105,0.3
CCC(=O)OC1C(C)OC(OC2C(C)OC(O[C@H]3[C@@H](CC=O)C[C@@H](C)[C@@H](O)/C=C/C=C/C[C@@H](C)OC(=O)C[C@@H](OC(=O)CC)[C@@H]3OC)C(O)C2N(C)C)CC1(C)O (some centres not stated),101,0.3
CCC(C)c1ccc(S(=O)(=O)NC(C)(C)CC)cc1 (configuration not stated),101,0.4
O=C(Nc1cccc2c1CCCC2)N1c2ccccc2Sc2ccccc21,102,0.1
Cc1cc(N2CCN(c3ccccc3)CC2)n2c(nc3ccccc32)c1C#N,100,-0.4
Cc1cccn2c(=O)c3cc(C#N)c(=NC(=O)c4ccccc4)n(Cc4ccco4)c3nc12,105,0.4
CCCN(C(=O)Cn1cc(S(=O)(=O)N2CCN(c3ccccc3F)CC2)c2ccccc2c1=O)c1cccc(C)c1,113,1.2
CCC(=O)Nc1n[nH]c(-c2ccncc2)n1,103,0.4
O=C(NC1CC(=O)N(c2ccc(F)cc2)C1)c1cccs1 (configuration not stated),109,0.4
Cc1nn(-c2ccccc2)c2nc(-c3ccccc3)cc(C(=O)NC3=NCCS3)c12,102,0.1
O=C(CC(c1ccccc1)c1ccccc1)Nc1nn[nH]n1,94,-2.7
Cc1ccc(CNC(=O)c2cc3c(=O)n(Cc4cccnc4)ccc3nc2C)cc1,107,0.3
O=C(O)c1cnn(-c2ccccc2)c1-n1cccc1CNCc1ccc(Cl)cc1,99,-1.1
CCN(C(=O)c1cc2c(=O)oc3ccc(C)cc3c2s1)c1ccccc1F,103,0
Cc1ccc(CNC(=O)C2CCCN(c3nc4c(C)cc(C)cc4s3)C2)cc1 (configuration not stated),108,0.5
Cc1nn(CCC(=O)NCc2ccco2)c(C)c1Cl,101,-0.2
Cc1ccc(C)c(N2N=C(C(=O)OCC(=O)NCc3ccco3)CCC2=O)c1,103,0
CCc1ccc2nc(N3CCC(C(=O)NCCC(C)C)CC3)sc2c1,106,0.4
Cc1ccc(C)c2[nH]c(=O)c(CCNC(=O)C3CCCC3)cc12,100,-0.8
OC(CN1CCC(Cc2ccccc2)CC1)c1ccccc1 (configuration not stated),104,0.3
CCOC(=O)c1ccc(NC(=O)CSc2nc(-c3cccs3)cc(C(F)(F)F)c2C#N)cc1,114,2.2
Nn1c(-c2ccccc2)cn2c(cc3sccc32)c1=S,103,0.1
OC(CSc1cccc2cccnc12)Cn1c2ccccc2c2ccccc21 (configuration not stated),104,0.6
CN(Cc1nc2ccccc2n1C)S(=O)(=O)c1ccc(Cl)cc1,101,-0.1
CCOc1ccc(NC(=O)Cn2nc(Cc3ccncc3)c3ccccc3c2=O)cc1,105,0.1
COC(=O)C(CC(=O)c1ccc(Br)cc1)(Cc1ccc(Br)cc1)C(=O)OC,107,0.5
CCn1c(CN(C)Cc2cccc(F)c2)nc2cc(S(=O)(=O)N(C)C)ccc21,106,0.4
CC(C)(C)NC(=S)NC1CC1,107,0.3
Cc1cc(-n2nc3ccccc3n2)c2oc(SCc3nnc(-c4ccccc4)o3)nc2c1,101,0.1
CCc1ccc(S(=O)(=O)N(C(=O)c2ccncc2)c2ccc3oc(C)c(C(=O)OC)c3c2)cc1,100,-1.5
COc1cccc(NS(=O)(=O)c2ccc3[nH]cc(C(=O)N4CCCCCC4)c(=O)c3c2)c1,107,-0.5
CCn1c(C(=O)N2CCC(C(=O)NCc3ccccc3OC)CC2)cc2sccc21,102,0
COc1ccc(NC(=O)Cn2c(=O)n(Cc3ccc4c(c3)OCO4)c(=O)c3ccc(C(=O)NC4CCCCC4)cc32)cc1,104,0
Cc1ccc(Cc2nnc(C(=O)NCC3CCCO3)o2)cc1 (configuration not stated),100,0
COc1ccc(C2C3=C(Nc4[nH]c(=O)[nH]c(=O)c42)c2ccccc2C3=O)cc1 (configuration not stated),99,-0.8
COc1ccc(CCNC(=O)c2cc3c(=O)n(C)c4ccccc4c3s2)cc1OC,101,-0.3
O=C(COC(=O)/C=C/c1cn(-c2ccccc2)nc1-c1ccccc1)NC1CC1,102,0
CCSC(=C(C#N)C#N)c1cc2c([nH]1)CCCC2,99,-0.4
CCCCn1cc(S(=O)(=O)c2ccc(OC)cc2)c(=O)c2cc(F)c(F)cc21,105,0.1
OC(COCc1ccccc1)Cn1cnc2ccccc21 (configuration not stated),101,0.5
O=C(c1ccccc1)C(O)c1c[nH]c2ccccc12 (configuration not stated),102,-0.2
N=C1/C(=C/c2ccco2)C(=O)N=C2SC=C(c3ccccc3)N12,102,0.5
CCOc1ccc(C(=O)Nc2ccc3nc4c(c(Nc5ccccc5OC)c3c2)CCCC4)cc1,99,-0.7
Cn1c(SCC(=O)c2ccc(O)cc2O)nc2sccc2c1=O,103,0.5
Cc1scc(CN2CCN(c3ccc(F)cc3)CC2)c1C,108,0.3
N#Cc1c(N)[n+]([O-])c2ccccc2[n+]1[O-],78,-4.9
O=C(NC1=NCCS1)c1cc2c(s1)CCC2,103,1.1
CSc1nc(N/C=C(\C#N)S(=O)(=O)c2ccccc2Cl)nc(C2CC2)n1,106,0.3
COc1ccc(S(=O)(=O)c2c(C(=O)c3ccc(C)c(C)c3)cnc3ccc(F)cc23)cc1,107,0.1
Cc1ccc(Cn2c(N)c(C#N)c3nc(C#N)c(C#N)nc32)cc1,106,0.3
O=S(=O)(NCc1ccc2c(c1)OCO2)c1ccccc1,101,0
O=C(CSc1ccccc1)Nc1nc2ccccc2[nH]1,105,0.2
O=C(CCNC(=O)c1ccco1)Nc1cc(Cl)ccc1N1CCCCCC1,100,-0.3

Other structures.
molecule,Polio RdRp inh,Polio RdRp inh FP z-score
O=C(NC1CCCc2ccccc21)c1cccnc1 (configuration not stated),108,0.6
O=C(Cn1cnc2ccccc2c1=O)c1cccs1,104,1.1
CCCNC(=O)c1ccc(C)c(NC(=O)C2=CSCCO2)c1,102,0.4
Cc1cc(NC(=O)CC(C)C)no1,101,-0.3
CCCNC(=O)NC1CC(C)(C)NC(C)(C)C1,102,0.2
O=C(O)c1nccnc1C(=O)N1CCN(C(c2ccccc2)c2ccccc2)CC1,104,-0.4
COc1cc2c(cc1OC)CN(C1CCCCN(C(=O)c3ccc(F)cc3)C1=O)CC2 (configuration not stated),113,0.6
CCn1cc(C(=O)N2CCN(c3ccccc3)CC2)c(=O)c2cc(S(=O)(=O)N3CCC(C)CC3)ccc21,107,0.6
CN1CCN(C(=O)Cn2ncc3c4ccccc4n(Cc4ccc(F)cc4)c3c2=O)CC1,106,-0.3
CCOC(=O)CCc1c(C)nc(SCC(=O)O)c(C#N)c1C,102,-0.1
CCCCNC(=O)c1ccccc1NC(=O)C1=C(C)OCCS1,99,-1.2
COc1cccc(C2CC(=O)Nc3c2c(=O)[nH]c2nc4ccccc4n32)c1 (configuration not stated),103,-0.6
O=C(Nc1ccc(N2CCCCC2)cc1)c1c(Cl)nc2sccn12,104,0
COC(=O)c1ccc(CN2CCN(c3ccccc3)CC2)o1,107,0.5
COc1ccc(OC)c(NC(=O)C2CCN(S(=O)(=O)c3ccc4c(c3)CC(C)N4C(C)=O)CC2)c1 (configuration not stated),104,-0.4
OCCSCc1cc(Cl)ccc1OC(F)F,101,0
COc1cc2c(cc1OC)CN(Cc1ccc(C)o1)CC2,104,0.3
CC(C)Oc1ccc(C(=O)N(Cc2ccc(N(C)C)cc2)C2CCS(=O)(=O)C2)cc1 (configuration not stated),105,0
S=C1NCc2ccsc2S1,91,-1.7
O=C(CCCN1C(=O)/C(=C\c2ccco2)SC1=S)N1CCCCC1,104,0.5
Cc1cc(C)c2c(n1)SCC(=O)N2CC(=O)NC(C)C,101,-0.2
O=C(/C=C/c1ccco1)OCCN1CCOCC1,102,0.2
COc1ccc(-c2csc3ncc(S(=O)(=O)c4ccc(F)c(Cl)c4)c(=O)n23)cc1OC,101,0.1
Cc1ccccc1C(=O)Nc1ccc2oc(-c3ccc(Cl)c(Cl)c3)nc2c1,105,0.1
Nc1ccccc1C(=O)c1ccccc1C(=O)O,107,0.4
CC(NC(=O)CC1CCCCC1)c1ccccc1 (configuration not stated),100,-0.5
CS(=O)(=O)NCC(c1cccs1)N1CCc2ccccc21 (configuration not stated),104,0.5
O=C1NCCCC1C(=O)N1CCc2ccccc21 (configuration not stated),102,0
COc1cc(Cl)c(C)cc1NC(=O)C1CSC2(C)CCC(=O)N12 (configuration not stated),99,-0.5
CCOC(=O)c1c(C)[nH]c(C)c1S(=O)(=O)N1CCCC(C(=O)NCc2ccc(C)cc2)C1 (configuration not stated),103,0.1
CCN(CC)c1ccc(/C=c2\sc3nc(-c4ccco4)nn3c2=O)cc1,71,-8.4
C[N+](C)(C)CCCCCCCCCC[N+](C)(C)C,98,-0.8
O=C(Nc1nc2ccccc2[nH]1)c1cccc(S(=O)(=O)N2CCCC2)c1,103,0.1
OCc1nc2ccccc2n1C/C=C/c1ccccc1,99,-0.8
CC(=O)N1C(C(=O)O)Cc2c([nH]c3ccccc23)C1(C)C (configuration not stated),105,0.2
CC(NC(=O)Cc1c[nH]c2ccccc12)C(=O)O (configuration not stated),98,-0.2
O=C(COC(=O)C1CCN(c2ccc(C(F)(F)F)cn2)CC1)Nc1ccc(C(F)(F)F)cc1,106,0.6
S=C1NCN(Cc2ccccc2)CN1c1ccccc1,102,0
CC(CNS(=O)(=O)c1ccc(-c2ccc(=O)[nH]n2)o1)c1ccccc1 (configuration not stated),102,0.4
O=C1CSc2cc(S(=O)(=O)N3CC=C(c4ccccc4)CC3)ccc2N1,99,-0.9
CC1CCN(CC(=O)O)CC1,100,-0.9
CSc1ccc(CCNC(=O)c2csc3c2CCCCC3)cc1,104,0.1
Cc1cc(N2CCN(c3ccc(F)cc3)CC2)n2cnnc2n1,108,-0.1
C=CCN1C(=O)/C(=c2\sc3nc(-c4cc(OC)c(OC)c(OC)c4)nn3c2=O)c2ccccc21,101,0
Cc1[nH]c(=O)c(C#N)c2c1CCCC2,106,0.7
CCCCCN=C(N)N/N=C/c1c[nH]c2ccc(OC)cc12,101&100,0.2&0.1
Cc1cccc(NC(=O)CSc2nnc3[nH]c(=O)cc(C)n23)c1C,107,0
COc1ccc(Br)cc1CNC(=O)C(C)n1nc(C)n2c(cc3occc32)c1=O (configuration not stated),111,0.3

Among those listed so far, 2 have bromine.
molecule,Polio RdRp inh,Polio RdRp inh FP z-score
COC(=O)C(CC(=O)c1ccc(Br)cc1)(Cc1ccc(Br)cc1)C(=O)OC,107,0.5
COc1ccc(Br)cc1CNC(=O)C(C)n1nc(C)n2c(cc3occc32)c1=O (configuration not stated),111,0.3

Next part.
molecule,Polio RdRp inh,Polio RdRp inh FP z-score
c1cncc(-c2nc3c4c5c(sc4ncn3n2)CCCC5)c1,102,0.2
CCOC(=O)c1oc2ccccc2c1COc1ncnc2ccccc12,114,0.8
CCn1c2ccccc2c(=O)c2c1nnn1c3ccccc3nc21,101,0
Cc1ccc(N2C(=O)C(O)=CC2(O)c2ccccc2)cc1 (configuration not stated),107,0.6
CC(C)CCOc1cccc(OCC(=O)NCC2CCCO2)c1 (configuration not stated),102,-0.1
Cc1ccc(C(=O)CN(C)C2CCCCC2)cc1,104,0.2

Two records drawn at random from those above, as already listed:
molecule,Polio RdRp inh,Polio RdRp inh FP z-score
CC(C)CCOc1cccc(OCC(=O)NCC2CCCO2)c1 (configuration not stated),102,-0.1
CCOC(=O)c1oc2ccccc2c1COc1ncnc2ccccc12,114,0.8

The list is partial; the hit share may differ from the screen's.
